Screening data: PubChem, Broad Institute
RAD54 inh = RAD54 (human) branch migration inhibition | RAD54 Holliday junction branch migration, FAM/BHQ fluorescence | inhibition, % at 10.4 µM | 360,000 compounds, 0.14% hits | AID 602329;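 active = mean normalized replicate activity at least 40 and at least half of replicates scoring 40 or more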;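 also: 0% = median of neutral control wells and 100% = median of positive control wells; inhibitors cause a drop in the FAM fluorescence signal; in these data hits start at about 50%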
PglD DTNB = inhibitors of Campylobacter jejuni PglD acetyltransferase; 360,000 compounds, 0.098% hits; inhibition, % at 12.5 µM; purified PglD enzyme, DTNB colorimetric CoA detection; in the data active = inhibition above about 16%, passing the limit was not always enough; also: strong numbers were not always called active
Cneo AK release = causes C. neoformans cell lysis. adenylate kinase release luminescence, 4 h; normalised: neutral wells 0, clomiphene wells 100. lysis activity, % at 15 µM. 360,000 compounds, 0.2% hits;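 active = mean lysis activity across replicates of at least 80%, whatever share of replicates individually reach that level; inactive = mean lysis activity below 80%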
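Material – Cryptococcus neoformans yeast cells · Quantity – 5 × 10^6 yeast cells/mL · Buffer or medium – YPD medium · Compound – single dose · Timing – 4 h static compound exposure, 37 °C, read 1 h post-reagent · Signal – adenylate kinase release luminescence · Read-out basis – lysis from increased AK signal · Benchmarks – Clomiphene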
ERAP1 inh = inhibitors of human ERAP1 aminopeptidase; Q9NZ08; recombinant ERAP1, Leu-AMC fluorescence, 60 min; inhibition, % at 10.7 µM; 340,000 compounds, 0.15% hits; AID 652197;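 active = mean replicate inhibition of at least 30%, or all replicates individually reaching that 30% level; inactive = mean below 30% and not every replicate reaching it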;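 also: 0% = neutral control wells and 100% = L-leucinethiol positive control wells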
PGC1a acetyl inh = PGC1a acetylation modulation, inhibitor mode | inhibition, % at 15.6 µM | 350,000 compounds, 0.17% hits | U2OS PGC1a acetylation, AlphaScreen anti-acetyl-lysine; with virally co-expressed GCN5 acetyltransferase | AID 651687;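 active = every replicate shows inhibition of at least 40%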;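 also: 0% = neutral control wells and 100% = positive control wells; some results beyond the cut were filed as inactive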
E-sel inducer = induces E-selectin expression in human endothelial cells. P16581. HUVEC E-selectin immunofluorescence imaging; normalized: neutral wells 0, TNF-alpha wells 100. activation, % at 7.58 µM. 260,000 compounds, 0.37% hits;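 active = mean E-selectin-positive cell signal at least 10% of the positive control, reached in at least 60% of replicates, without over 20% cell loss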;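 also: in these data hits start at about 27%; measured in HUVEC primary endothelial cells; signal is the percent of cells scored E-selectin positive by PE staining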
Target sequence (P16581 whole entry, looked up): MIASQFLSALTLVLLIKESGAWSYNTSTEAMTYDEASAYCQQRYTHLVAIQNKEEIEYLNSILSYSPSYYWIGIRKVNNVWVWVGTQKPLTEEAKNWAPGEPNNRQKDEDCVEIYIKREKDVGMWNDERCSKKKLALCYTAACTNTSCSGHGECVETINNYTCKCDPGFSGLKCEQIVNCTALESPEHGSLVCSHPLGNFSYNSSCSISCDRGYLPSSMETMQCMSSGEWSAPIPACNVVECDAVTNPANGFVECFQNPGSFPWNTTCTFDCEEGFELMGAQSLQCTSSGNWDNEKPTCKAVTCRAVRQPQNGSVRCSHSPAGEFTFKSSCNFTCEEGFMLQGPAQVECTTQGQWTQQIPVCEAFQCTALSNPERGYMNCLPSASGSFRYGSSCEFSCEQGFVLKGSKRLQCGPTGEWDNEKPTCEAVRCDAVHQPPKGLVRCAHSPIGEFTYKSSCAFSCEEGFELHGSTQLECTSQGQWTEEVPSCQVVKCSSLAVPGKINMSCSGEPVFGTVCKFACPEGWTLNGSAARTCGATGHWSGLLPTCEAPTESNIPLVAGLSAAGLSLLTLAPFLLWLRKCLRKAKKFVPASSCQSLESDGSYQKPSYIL
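Test system: HUVEC | Signal: Immunofluorescence imaging | Read-out: Percent E-selectin-positive cells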
RAD52 inh = inhibitors of human RAD52 DNA annealing. P43351. recombinant RAD52 DNA annealing, FRET fluorescence. inhibition, % at 18.7 µM. 360,000 compounds, 0.46% hits;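 active = every replicate showing at least 50% inhibition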
Target sequence (P43351 whole entry, looked up): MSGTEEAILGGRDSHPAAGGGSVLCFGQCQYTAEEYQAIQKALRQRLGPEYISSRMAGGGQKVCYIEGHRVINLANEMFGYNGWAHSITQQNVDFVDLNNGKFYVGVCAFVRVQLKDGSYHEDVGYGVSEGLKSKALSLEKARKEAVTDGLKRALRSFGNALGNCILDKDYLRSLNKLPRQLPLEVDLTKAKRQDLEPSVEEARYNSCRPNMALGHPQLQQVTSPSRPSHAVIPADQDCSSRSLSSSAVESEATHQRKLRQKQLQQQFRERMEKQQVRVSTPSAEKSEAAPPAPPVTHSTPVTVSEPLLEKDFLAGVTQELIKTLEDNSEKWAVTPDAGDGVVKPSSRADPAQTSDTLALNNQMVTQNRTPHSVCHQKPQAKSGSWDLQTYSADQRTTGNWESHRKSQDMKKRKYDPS
miR-122 sensor = blocks miR-122 activity in Huh7 sensor cells; AID 602342; 340,000 compounds, 0.3% hits; activation (reporter increase), % at 12.5 µM; Huh7 miR-122 Renilla luciferase sensor, 48 h; neutral wells = 0, positive control = 100;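 active = mean replicate activation score at least 90 and every replicate individually at or above 90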;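 also: higher luciferase means less miR-122 activity so hits act as miR-122 inhibitors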
Active calls of the source: *; . = not tested or not shown; & = joins results of further samples; [ ] = dose if it differs, or a comment.

canonical_smiles,E-sel inducer,PGC1a acetyl inh,RAD54 inh,ERAP1 inh,miR-122 sensor,Cneo AK release,PglD DTNB,RAD52 inh
Cc1ccc([C@@H]2CC(=O)[C@@H]3CN(S(=O)(=O)c4ccc(C)cc4)[C@H](c4cccc5ccccc45)C[C@@H]3N2S(=O)(=O)c2ccc(Cl)cc2)cc1,-4.4,-4,-1,.,-8,1,-6,-20
Cc1ccc(S(=O)(=O)Nc2ccc3c(c2)C(=O)N([C@@H](C)CO)C[C@H](C)[C@@H](CN(C)C(=O)Nc2c(C)noc2C)O3)cc1,0.0,2,-7,3,3[16.7 µM],-6,3,2
COC(=O)C1=C(C(=O)OC)SC(=C2C(=S)C(C)(C)N(C(=O)C3CC3)c3ccccc32)S1,.,-11,3,.,-9,2,-1,.
O=C(Nc1cccc(C(=O)N2CCOCC2)c1)c1ccccc1,.,0,5,.,.,-2,-3,.
O=C(C[C@H]1C[C@H]2c3cc(NC(=O)C4CCOCC4)ccc3O[C@H]2[C@@H](CO)O1)NCc1ccccc1F,0.2,-12,-4,1,-1[16.7 µM],-9,4,0
ONC(=Nc1ccc(Cl)cc1)c1ccc(Cl)cc1,.,9,2,.,6,1,-2,.
Cc1ccc(C(=O)NCCCNC(=O)c2ccco2)cn1,.,5,-5,-5,-3,-2,0,-16
C[C@H](CO)N1C[C@H](C)[C@@H](CN(C)C(=O)Nc2ccccc2)Oc2c(NC(=O)c3ccc(-c4nccs4)cc3)cccc2C1=O,-0.3,4,-13,0,-2[16.7 µM],-2,-1,-5
Cc1ccc(Oc2ccc(S(=O)(=O)Nc3ccc(C(=O)O)cc3)cc2)cc1,.,.,-10,2,.,-1,-2,-12
CCOc1ccc(-c2nnc3sc(COc4ccc(C)cc4)nn23)cc1,.,-13,9,.,-5,-2,2,.
CCCN1CCC(=O)N([C@H](CSc2ccc(C)cc2)Cc2ccccc2)CC1,0.4,.,1,11,.,1,4,-4
O=C(O)Cc1ccc(NS(=O)(=O)c2ccc3c(c2)OCCO3)cc1,0.0,2,-8,-4,-5,9,0,13
COC(=O)c1sccc1NC(=S)N1CCCCC1C (stereo not given),.,3,-13,.,-3,0,4,.
O=C(/C=C/c1ccc([N+](=O)[O-])cc1)OCC(=O)N1CCCCCC1,.,.,-9,-1,-4,-1,5,4
O=C1c2ccccc2C(=O)N1S(=O)(=O)c1ccccc1,.,5,-5,3,1,0,-1,-9

Next part
canonical_smiles,E-sel inducer,PGC1a acetyl inh,RAD54 inh,ERAP1 inh,miR-122 sensor,Cneo AK release,PglD DTNB,RAD52 inh
CCN(C(=O)CSc1nc(C)c(C)c(C)n1)C1CCS(=O)(=O)C1 (stereo not given),-0.2,-3,-1,2,-9,2,2,-4
CN(C)C(=O)C[C@H]1CC[C@H](NC(=O)Nc2cccc(F)c2)[C@H](CO)O1,-0.7,4,-2,10,.,1,0,-7
O=C(Cn1nnc(-c2ccccc2)n1)Nc1ccccc1N1CCOCC1,.,18,-8,.,-3,-1,3,.
CC(C)c1nc2ccccc2c2nnc(SCC(=O)NCc3ccco3)n12,.,-1,-1,.,-1,4,1,.
C[C@@H](NCCCn1ccc(NC(=O)OCc2ccccc2)nc1=O)c1cccc2ccccc12,-0.8,-4,10,0,-7,4,5,-18
CC(C)(NC(=O)c1cc(Cl)c2ccccc2c1O)C(=O)O,0.0,-9,4,6,-5,-7,-5,-6
O=C(CC(c1ccc(F)cc1)c1ccco1)Nc1nccs1 (stereo not given),0.3,-19,-12,-1,6,8,-2,-39
CCc1ccc(-n2c(=S)sc3c(=O)n(-c4ccccc4C)c(SCC(=O)O)nc32)cc1,60*,.,10,4,.,1,0,-3
Cc1noc(C)c1NC(=O)N(C)C[C@H]1Oc2ccc(NC(=O)Nc3ccc4c(c3)OCO4)cc2CC(=O)N([C@@H](C)CO)C[C@@H]1C,-0.2,0,-5,-3,-6[16.7 µM],-2,2,23
CC(=O)C1=C(O)CCCC1=NCc1nc2ccccc2[nH]1,10,-4,.,-3,.,.,.,2
COc1ccc(/C(C)=N/NC(=O)CNC(=O)c2cccnc2)cc1OC,.,4,-5,-3,6,2,-9,7
CCOC(=O)COc1c(C=O)cc(Br)cc1OC,.,.,-16,.,7,0,0,.
CCOC(=O)C1CCN(C(=O)Cc2ccc(OC)c(OC)c2)CC1,.,11,2,.,0,-6,6,.
CS(=O)(=O)c1ccccc1-c1nnc(NC(=O)c2ccc(S(=O)(=O)N3CCCC3)cc2)o1,-0.5,.,10,3,5,2,5,-10
C[C@H]1CN([C@@H](C)CO)C(=O)Cc2cc(NC(=O)CCC(F)(F)F)ccc2O[C@H]1CN(C)S(=O)(=O)c1ccc(Cl)cc1,0.7&24,2,-10&5,0&-3,79[16.7 µM],1&2,-2&4,19&-149

New compounds follow
canonical_smiles,E-sel inducer,PGC1a acetyl inh,RAD54 inh,ERAP1 inh,miR-122 sensor,Cneo AK release,PglD DTNB,RAD52 inh
Fc1cccc(CNCc2ccc3c(c2)OCO3)c1,.,.,10,-1,-2,0,2,-8
CC(C)CC#Cc1cnc2c(c1)C(=O)N([C@H](C)CO)C[C@H](C)[C@H](CN(C)S(=O)(=O)c1ccccc1)O2,0.1,13&-4,-8&-8,-1&-1,11&-10[16.7 µM],-2&-2,-3&-2,6&11
CCOC(=O)[C@H]1[C@H]2COc3ccc(Cl)cc3[C@@H]2N2C(=O)CN(Cc3ccccc3)C(=O)[C@@]12C,0.1,.,-1,-4,3,5,-1,-14
O=C(CN1CCOCC1)NNC(=S)Nc1ccc(Cl)cc1,0.3,-2,-9,.,-2,0,1,-16
Cc1ccc(CN(C(=O)c2c(F)cccc2F)C2CC(C)(C)NC(C)(C)C2)o1,.,-4,-2,.,0,-3,3,.
NNC(=O)CCN1CCN(Cc2ccccc2)CC1,3.4,-1,-17,15,3,1,.,-3
Cc1ccc(S(=O)(=O)N2CCC(=O)N(CCOC(=O)Nc3ccc(F)cc3)CC2)cc1,0.8,-13,2,.,-3,-5,-2,-4
Cc1cc(=O)oc(C)c1C(=O)NC1CC(C)(C)NC(C)(C)C1,.,8,3,.,-3,2,1,.
Cc1cc(NC(=O)CSc2nnc(-c3ccco3)n2C)no1,0.9,-4,-6,4,-6,0,2,-10
O=c1c2ccccc2nc(/C=C/c2ccccc2)n1CCCO,.,.,2,0,.,-1,.,-6
CCNC(=O)Nc1ccccc1C(=O)OC,.,20,.,0,0,.,.,-10
Cc1cc(Cl)c(S(=O)(=O)NCc2cccnc2)cc1OCC(=O)NC1CCCCC1,.,.,-13,.,-5,-1,-1,.
Cc1nn(-c2ccccc2)c(C)c1P(=O)(c1ccccc1)N(C)C (stereo not given),.,-2,-15,2,-1,-1,2,-20
CO[C@@H]1CN(C)C(=O)c2cc(NC(=O)C3CC3)ccc2OC[C@H](C)N(Cc2cccnc2)C[C@@H]1C,-0.1,.,-13,4,-3[16.7 µM],53,-2,-2
Cc1cc([N+](=O)[O-])nn1CCCC(=O)Nc1cccnc1Cl,0.3,3,-1,1,0,-1,-4,-9

The results go on:
canonical_smiles,E-sel inducer,PGC1a acetyl inh,RAD54 inh,ERAP1 inh,miR-122 sensor,Cneo AK release,PglD DTNB,RAD52 inh
Cc1ncc(CC(=O)n2cc(C(=O)c3cc(Cl)ccc3O)cn2)s1,.,3,-4,.,0,2,6,.
CCCC(=O)Nc1ccc2c(c1)C(=O)N(C)C[C@@H](OC)[C@H](C)CN(Cc1cc(F)ccc1F)[C@H](C)CO2,-0.2,2,-2,-1,.,-9,-1,-16
CC#CC(=O)N1CCC(CCc2ccccc2)(C(=O)OCC)CC1,.,16,-1,-2,-18,0,-1,-4
Cc1nn(C(=O)c2cc([N+](=O)[O-])ccc2Cl)c(C)c1Br,.,.,0,1,.,5,0,-29
COc1cccc(-n2c(Cc3cc(=O)[nH]c(=O)[nH]3)nnc2SCC(=O)N2CCC(C)CC2)c1,.,-4,8,.,6,1,-1,.
COc1ccccc1CCCNC(=O)C1CCC(=O)N(Cc2ccccc2F)C1 (stereo not given),.,-8,-1,-4,1,1,6,2
Cc1cc(NC(=O)CSc2n[nH]c(-c3ccccc3Br)n2)no1,0.0,-9,3,1,0,-4,0,-17
Cc1cc(/C=C2\Sc3ccccc3N2C)cc(C)[n+]1CC1CCCO1 (stereo not given),.,7,.,2,-15,.,.,51*
CCN(CC)C(=O)c1cccc(-c2csc(C(O)c3ccc(F)c(OC)c3)n2)c1 (stereo not given),-0.1,1,-1,3,-2,-2,0,-10
CN1/C(=C\C=Nc2ccc3ccccc3c2)C(C)(C)c2ccccc21,.,-23,-30,.,-3,1,-6,.
CS(=O)(=O)/C(C#N)=C/c1cccn1S(=O)(=O)c1ccccc1,-0.1,8,2,0,-5,4,2,-4
CC1CCC(C(C)C)C(OCC(O)CNC(C)C)C1 (stereo not given),.,-5,11,1,-8,-2,-1,-7
COc1ccc(Cl)cc1Nc1cc(C)nc2nc(C)nn12,0.4,.,-8,1,-2,4,-4,-3
O=C(N/C(=C/c1ccc(F)cc1)C(=O)N1CCCC1)c1ccccc1,.,0,-1,-5,26,0,-1,-1
O=C(COc1cccc2ccccc12)N/N=C/c1ccc(Sc2nc3ccccc3s2)o1,.,-14,-2,.,10,3,-2,.

Other entries follow.
canonical_smiles,E-sel inducer,PGC1a acetyl inh,RAD54 inh,ERAP1 inh,miR-122 sensor,Cneo AK release,PglD DTNB,RAD52 inh
CC(=O)Oc1ccc2c(c1)O/C(=C\c1ccncc1)C2=O,.,-10,-7,.,2,0,-11,.
Cc1cccc(C)c1NC(=O)CNC(=O)C1CCCC1,.,.,9,-2,.,-2,10,-8
CO[C@H]1CN(C)C(=O)c2ccc(NS(C)(=O)=O)cc2OC[C@@H](C)N(C)C[C@@H]1C,-0.2,16,2,-2,-4[16.7 µM],2,-3,-3
CS(=O)(=O)Oc1ccc(/C=C2\C(=N)N3N=C(CC(=O)N4CCOCC4)SC3=NC2=O)cc1Cl,.,.,-1,0,.,4,4,-21
O=C(OCN1C(=O)c2ccccc2C1=O)c1cccc(S(=O)(=O)N2CCOCC2)c1,0.4,.,-2,1,-4,2,-7,0
CN[C@H]1C[C@H]2c3cc(-c4ccccc4)ccc3CCN2C(=O)[C@H]1[C@H](C)O,1.7,-4,-5,21,7,1,1,-2
C[C@@H]1CCCCO[C@@H](CN(C)C(=O)c2ccncc2)[C@@H](C)CN([C@H](C)CO)C(=O)c2cc(NC(=O)C3CCCCC3)ccc2O1,-0.1,4,9,-4,2[16.7 µM],1,1,18
